# ASAP1 GAP inh: ASAP1 ArfGAP inhibition | Q9ULH1 | ASAP1-stimulated ARF1 GTP hydrolysis, GDP FP detection | inhibition, % at 16.5 µM | hit rate 0.19% among 360,000 | AID 624377; in the data active means inhibition above about 25%;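 further: 0% = vehicle with enzyme and substrate and 100% = no enzyme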
# Target sequence (Q9ULH1 325-724 limits assumed): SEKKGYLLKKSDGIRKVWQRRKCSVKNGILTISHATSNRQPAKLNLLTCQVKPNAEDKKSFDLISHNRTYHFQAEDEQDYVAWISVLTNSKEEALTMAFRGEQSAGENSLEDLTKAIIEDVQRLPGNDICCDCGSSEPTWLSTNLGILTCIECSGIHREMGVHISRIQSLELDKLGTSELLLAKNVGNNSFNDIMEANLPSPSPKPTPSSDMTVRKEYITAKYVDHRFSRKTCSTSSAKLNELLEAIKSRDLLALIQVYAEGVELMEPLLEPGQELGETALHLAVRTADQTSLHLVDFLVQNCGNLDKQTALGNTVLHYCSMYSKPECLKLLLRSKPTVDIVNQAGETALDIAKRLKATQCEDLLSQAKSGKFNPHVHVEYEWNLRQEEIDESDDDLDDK
# GC-A act: GC-A (human) enzyme activation; P16066; HEK293 GC-A cells, cGMP TR-FRET, EC30 ANP; 0% at EC30 ANP, 100% saturating ANP; activation, % at 10 µM; hit rate 0.14% among 370,000; AID 1671463; in the data active means activation above about 40%
# Tn6 DDE FP: DD(E)-Tn6 binding inhibition, primary FP screen | P02675 | Fibrin DD(E) TRITC-Tn6 fluorescence polarization displacement | inhibition, % at 8.3 µM | hit rate 0.21% among 370,000 | AID 720509;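 active means inhibition above a per-campaign cutoff: mean of compounds within control limits plus 3 SD, cut at about 15% in these data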;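 further: 0% = median of all compound wells on the plate and 100% = blocking peptide control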
# Target sequence (P02675 whole entry, looked up): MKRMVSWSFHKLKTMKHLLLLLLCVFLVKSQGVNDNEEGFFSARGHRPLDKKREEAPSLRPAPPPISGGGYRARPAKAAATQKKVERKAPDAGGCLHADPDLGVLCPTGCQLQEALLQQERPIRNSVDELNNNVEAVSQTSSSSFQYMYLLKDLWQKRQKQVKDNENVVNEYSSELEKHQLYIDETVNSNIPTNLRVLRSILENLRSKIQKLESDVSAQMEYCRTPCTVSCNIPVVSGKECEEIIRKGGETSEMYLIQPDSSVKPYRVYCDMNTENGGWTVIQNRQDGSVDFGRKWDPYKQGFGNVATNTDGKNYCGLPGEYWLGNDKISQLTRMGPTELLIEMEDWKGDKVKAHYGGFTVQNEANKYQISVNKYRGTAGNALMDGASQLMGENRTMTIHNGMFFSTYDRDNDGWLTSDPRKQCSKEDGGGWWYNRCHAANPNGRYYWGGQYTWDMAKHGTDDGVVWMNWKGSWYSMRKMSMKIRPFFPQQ
# FXN GAA850 act: activators of GAA850 frataxin (FXN) promoter; activation, % at 6 µM; HEK293 lucGAA850 FXN promoter luciferase reporter, 24 h; percent of 10 µM SAHA response; hit rate 0.56% among 360,000;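 active means activation above the average of all compounds screened plus 3 SD, cutoff fixed separately per campaign, cut at about 7.5% in these data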;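 further: 0% = DMSO wells and 100% = 10 µM SAHA wells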
# ARFGAP1 inhibitor: rat ARFGAP1 inhibition. Q62848. Arfgap1-stimulated ARF1 GTP hydrolysis, GDP FP detection. inhibition, % at 16.5 µM. hit rate 0.26% among 360,000. AID 651572;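 active means inhibition above a per-plate limit, mean inhibition of low control wells plus 3 SD, cut at about 25% in these data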;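 further: 0% = DMSO wells with enzyme and 100% = wells lacking Arfgap1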
# Target sequence (Q62848 1-136 limits assumed): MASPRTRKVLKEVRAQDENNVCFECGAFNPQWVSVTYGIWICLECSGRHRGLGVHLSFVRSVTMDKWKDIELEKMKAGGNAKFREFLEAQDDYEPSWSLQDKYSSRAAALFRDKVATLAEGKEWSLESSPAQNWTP
#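 System: truncated rat Arfgap1 GAP domain / Benchmarks: high control wells lacking Arfgap1, low control full reaction with DMSO / Times: compound-enzyme preincubation 20 min, reaction 120 min, detection 60 min, 25 °C / Repeats: one replicate per compound / Also added: human ARF1(Δ1-17)-GTP substrate / Measured by: Tracer-displacement fluorescence polarization with EDTA stop, 620/688 nm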
# rCAG RNA binder: molecules binding r(CAG) RNA repeats; r(CAG) RNA repeat, TO-PRO-1 dye displacement fluorescence; inhibition, % at 3 µM; hit rate 1.3% among 370,000; AID 651821;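 active means inhibition above the plate cutoff, the mean of all test compounds on that plate plus 3 SD, cut at about 35% in these data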;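 further: 0% = DMSO alone and 100% = 100 µM mitoxantrone as full dye displacement; higher means more dye released from RNA so lower well fluorescence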
# NPR2 activator: GC-B (human) receptor activation; P20594; HEK293-GC-B cells, CNP EC30, cGMP TR-FRET; 0% at EC30 CNP, 100% saturating CNP; activation, % at 10 µM; hit rate 0.11% among 370,000;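 active means activation at 10 µM reaching about 35% in either raw or pattern-adjusted values, limit read from the data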
# HGIII-sPLA2 inh: Inhibits HGIII-sPLA2 liposome hydrolysis, primary screen; inhibition, % at 12.2 µM; AID 743126; QFRET BODIPY PC-A2 liposome hydrolysis, fluorescence; hit rate 0.56% among 370,000;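 active means inhibition above mean plus 3 SD of compounds lying within the high and low control bounds, cut at about 19% in these data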;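 further: 0% = median of test compound wells and 100% = no enzyme DMSO wells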
# ADAM10 inh: ADAM10 inhibition, QFRET primary screen | O14672 | recombinant ADAM10, EDANS/DABCYL FRET peptide cleavage, 3 h | inhibition, % at 7 µM | hit rate 0.62% among 370,000;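 active means inhibition above a per-campaign cutoff equal to the mean of compounds falling between control-based bounds plus 3 SD, cut at about 20% in these data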;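 further: 0% = DMSO wells while the 100% control is not disclosed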
# KLK7 zymogen act: activates the human kallikrein-7 zymogen; activation, % at 7 µM; P49862; AID 652039; hit rate 0.9% among 370,000; purified proKLK7, EDANS-DABCYL substrate fluorescence; 100% is mature enzyme control, 0% vehicle;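 active means activation above the mean of all tested compounds plus 3 SD, computed per campaign excluding outliers beyond control limits, cut at about 13% in these data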
# An asterisk follows results filed as active; i = inactive; / = not tested or not shown.
SMILES,ASAP1 GAP inh,GC-A act,Tn6 DDE FP,FXN GAA850 act,ARFGAP1 inhibitor,rCAG RNA binder,NPR2 activator,HGIII-sPLA2 inh,ADAM10 inh,KLK7 zymogen act
O=C(CSc1cn[nH]n1)Nc1ccccc1F,2,4,4,0.7,12,-1,-4,-5,3,-0.4
CCOC(=O)c1c(C)[nH]c(C)c1S(=O)(=O)NC(C)Cc1ccco1 (configuration not stated),4,-2,10,2.6,-3,-2,-5,-8,7,-0.2
COc1ccc([N+](=O)[O-])cc1NS(=O)(=O)c1cccc(C(=O)O)c1,-5,6,-6,2.3,2,-1,-1,6,6,0.2
CN(C)/C=N/c1ncc(C(=O)c2ccc3ccccc3c2)s1,-5,7,-2,0.1,18,1,3,-5,-26,-0.3
Cc1ccc(-n2c(C)cc(C=C3C(=O)CC(C)(C)CC3=O)c2C)cc1,0,0,4,2.1,-6,3,0,9,1,-0.3
COc1ccc(S(=O)(=O)N2CCCC(C(=O)NC3CCCCC3)C2)cc1 (configuration not stated),-3,5,6,-0.9,-4,-5,-1,3,-6,0.3
O=C(O)CC1S/C(=N\N=C2CCCCCCC2)N(c2ccccc2)C1=O (configuration not stated),2,-1,-5,1.1,-4,11,-3,-9,-4,0.2
C[C@H]1COc2cccc(N3CCC[C@@H]3CO)c2S(=O)(=O)N1,3,-5,-5,/,-1,1,-6,3,-4,-0.5
CC(=O)c1cnn(-c2nc3c(C)cccc3s2)c1C,2,-3,0,1.7,4,3,-6,7,-13,-0.3
CCc1cc(C(=O)Nc2cc(S(=O)(=O)N(CC)CC)ccc2N2CCN(C)CC2)sc1C,7,-2,0,-0.4,6,4,1,-2,-5,-0.7
O=C(NCCCN1CCCC1=O)Nc1cc(Cl)ccc1Cl,0,3,-5,1.7,-11,-3,-7,1,-8,-0.1
COc1cccc(Nc2nc(-c3cccnc3)cs2)c1,16,3,-4,5.5,-6,-2,5,3,1,0.2
O=C(NOC(=O)c1ccccc1Cl)c1cccs1,1,1,-3,0.2,0,-2,0,-2,-3,0.3
Cc1[nH]c2ccccc2c1/C=N/NC(=O)CNC(=O)c1ccc2c(c1)OCCO2,4,2,-3,1.7,7,10,1,1,9,-0.1
CCOC(=O)c1csc(NC(C)=O)n1,2,3,-3,0.5,11,-1,1,0,5,0.2
O=C(CCn1nnc2ccccc21)OCC(=O)c1ccc([N+](=O)[O-])cc1,-12,2,0,0.0,-4,3,9,1,9,0.3
Cc1ccc(-n2c(SCC(=O)N3CCOCC3)nnc2-c2ccncc2)cc1C,-6,6,-2,3.6,-2,-8,8,5,3,-0.2
COc1ccc(S(=O)(=O)N2CCCCCC2)cc1NC(=O)c1ccccc1S(C)(=O)=O,4,1,-4,3.2,9,5,1,-2,-3,0.1
CCOc1ccc(C(=O)N[C@H](C(=O)NNC(=O)c2cccs2)C(C)C)cc1,3,-2,-3,0.1,1,0,-2,-5,1,0.3
CC(=O)c1cc(C)ccc1OC(=O)c1cccc2nc(C)oc12,-5,1,2,-2.9,-10,-2,-3,3,-74,13*
Cc1cccc(COCC(Cc2ccccc2)N2CCN(C(=O)c3cccc(Cl)c3)CCC2=O)c1 (configuration not stated),-3,-6,1,2.7,4,1,0,-16,2,0.2
CCc1ccc(NC(=O)CCS(=O)(=O)c2ccc(Br)cc2)cc1,5,-1,3,1.5,2,4,0,-18,4,0.1
C=CCOc1ccccc1/C=N/n1nnnc1N,-11,-3,2,3.5,-2,1,-7,-3,-35,0.3
CS(=O)(=O)N1CCC(Oc2ccccc2C(=O)NC2CCCCCC2)CC1,-1,1,1,1.7,-12,-1,1,8,16,-0.6
CCCCNC(=S)N(C)/N=C/c1ccc(OCC(=O)Nc2ccc(OC)cc2)c(OC)c1,-3,15,-6,-5.3,17,-1,21,-5,-9,-0.8

# Continuation:
SMILES,ASAP1 GAP inh,GC-A act,Tn6 DDE FP,FXN GAA850 act,ARFGAP1 inhibitor,rCAG RNA binder,NPR2 activator,HGIII-sPLA2 inh,ADAM10 inh,KLK7 zymogen act
CC(C)c1ccc(C(=O)NCCCc2ccccc2)cc1,-6,4,1,1.6,-18,-5,0,-7,-3,-0.2
O=C(Cn1nc(-c2ccccc2)c2ccccc2c1=O)NCCO,-19,2,10,0.9,-10,0,-5,2,-2,-0.7
COc1cccc(N/C(SC)=C(/C#N)C(=O)NCc2cccs2)c1,2,-3,2,2.4,-1,-4,5,-20,0,0.1
Cc1ccc(NC(=O)COC(=O)C2CSC3(C)CCC(=O)N23)c(C)c1 (configuration not stated),4,-2,-6,-0.6,7,-1,1,10,-10,0.4
Nc1nnn(CC(=O)N/N=C/C=C/c2ccccc2)n1,2,2,10,5.4,-2,5,-1,-6,-5,0.1
COc1ccc(NC(=O)Nc2ccc(Cc3ccncc3)cc2)c(OC)c1,-5,0,12,1.9,3,-5,0,-1,5,0.1
N#Cc1nc(-c2ccc(Cl)cc2)oc1NCc1ccco1,-4,16,-6,3.9,6,1,-4,-1,-387,-5.3
COc1ncccc1C(=O)N1CCCC(N2CCN(c3cccc(Cl)c3)CC2)C1 (configuration not stated),11,0,2,1.8,6,-10,4,5,3,0.5
Clc1ccc(-c2csc(N3CCc4ccccc4C3)n2)cc1,0,-2,-4,-1.2,1,-3,1,2,1,-0.8
Cc1ccc(CNC(=O)CCC(=O)Nc2nnc(C(C)C)s2)cc1,-9,-4,9,-1.5,5,-3,3,9,3,-0.3
CCOC(=O)c1c(C)[nH]c(C)c1S(=O)(=O)N(C)CC(=O)Nc1cc(C)ccc1OC,0,-9,4,1.0,3,1,-9,0,0,-0.3
COc1ccc(-c2ccc(SCC(=O)N3CC(=O)Nc4ccccc43)nn2)cc1,-5,-3,-4,3.4,1,-3,-2,7,-3,-0.6
COc1ccc(Cl)cc1C(=O)NNC(=O)C1COc2ccccc2O1 (configuration not stated),-7,-3,1,-0.7,-2,3,-1,6,10,-0.4
Cc1nnc(Nc2ccc(F)cc2)c2ccccc12,8,-2,-7,1.9,12,2,5,8,1,-0.3
O=C1OCCN1C(=O)[C@H]1[C@H](c2ccc(F)cc2)C(c2ccccc2)=NN1c1ccccc1,-1,-4,-6,0.8,6,10,-8,-18,-216,-67
Cc1ccc(SCC(=O)N(C)CC(=O)Nc2cccc(F)c2)cc1,0,3,6,-1.5,16,1,-5,-1,-4,0.3
CC(C)(C)c1ccc(-c2nnc(SCC3CCCCO3)n2-c2ccc(Cl)cc2)cc1 (configuration not stated),/,1,1,/,/,6,-1,-12,-1,0.9
Cc1cccc(Cn2ncc(Cl)c(Cl)c2=O)c1,7,0,1,3.1,-1,-3,-13,9,-4,0.3
Cc1ccnc(NC(=O)c2ccc(COc3c(F)c(F)cc(F)c3F)o2)c1,-1,3,-1,2.8,11,-4,4,9,5,-0.6
COc1ccc(Nc2c[nH]c(=O)[nH]c2=O)cc1,0,-7,3,-0.8,-4,3,2,4,-7,-0.4
OC(Cn1ccnc1)c1ccc(Cl)cc1Cl (configuration not stated),-4,0,7,1.4,-5,1,4,-9,0,-0.4
Cn1c(CC2C(=O)Nc3ccc(Br)cc32)nc2ccccc2c1=O (configuration not stated),11,-24,-1,-2.6,-7,7,-11,-1,1,1.4
O=C(Nc1ccccc1)Nc1cnccn1,-3,4,6,2.3,11,1,2,1,-13,-0.4
CCC1CCCCN1CCCNC(=O)c1c(O)nc2c(C)cccn2c1=O (configuration not stated),7,3,-13,0.4,-5,3,-2,0,-72,2.2
O=C(NCCc1ccccc1)c1nc2nc(-c3cccs3)cc(C(F)(F)F)n2n1,2,6,3,4.4,-4,-3,0,-8,i,4.1

# (listing goes on)
SMILES,ASAP1 GAP inh,GC-A act,Tn6 DDE FP,FXN GAA850 act,ARFGAP1 inhibitor,rCAG RNA binder,NPR2 activator,HGIII-sPLA2 inh,ADAM10 inh,KLK7 zymogen act
COC(=O)c1cc(S(=O)(=O)Nc2cc(S(=O)(=O)N(C)C)ccc2C)oc1C,-4,1,-5,-0.1,19,9,-2,-9,-3,-0.1
Cc1ccc(C)c(/C=N/Nc2ccccn2)c1,7,-1,0,1.6,13,-5,0,-13,-9,0.1
CC(=O)c1ccc2c(c1)OCCOCCOc1ccc(C(C)=O)cc1OCCOCCO2,6,1,3,0.0,5,-6,3,4,12,0.3
CCOC(=O)Nc1ccc(N2CCOCC2)c(S(=O)(=O)N2CCOCC2)c1,-12,3,-3,1.1,-19,2,3,-4,5,-0.1
O=C(CSc1nnc(-c2ccco2)o1)c1ccc[nH]1,6,0,6,5.1,6,20,6,-11,-4,-0.2
CN(C(=O)COC(=O)c1ccc(=O)n(Cc2ccccc2)n1)C1CCS(=O)(=O)C1 (configuration not stated),-3,2,-1,-1.3,0,-1,1,7,-4,-0.2
O=C(COC(=O)CC1CC2CCC1C2)NCc1ccc(F)cc1 (configuration not stated),7,5,4,-0.3,-9,2,-1,3,-5,-0.2
CN(C1CCS(=O)(=O)C1)S(=O)(=O)c1cccc2nsnc12 (configuration not stated),-3,1,-3,2.5,10,3,5,1,3,-0.1
COC(=O)[C@]12C[C@H](CC(=O)N3CCOCC3)C(=O)N(CCc3ccc(OC)c(OC)c3)C1=C[C@H](COCc1ccccc1)O[C@@H]2C,/,6,6,/,/,3,-3,5,-3,0.1
CC1CC(C)(C)NC(=O)O1 (configuration not stated),-10,-8,3,-1.4,-7,1,-8,-4,-3,0.2
CCn1cc(C(=O)NCC2CCCO2)c(=O)c2cc(S(=O)(=O)N3CCCCCC3)ccc21 (configuration not stated),9,1,-2,0.2,13,-5,1,3,-13,0.3
Cc1ccc(NC(=O)C(=O)NCC2CCCO2)cc1 (configuration not stated),-5,6,7,2.2,0,-1,2,0,-1,-0.6
Cc1ccc(S(=O)(=O)N2CCOCC2)cc1C(=O)Nc1nc(-c2ccccn2)cs1,-9,-1,4,-2.8,-9,12,4,-11,1,-0.7
COCC(C)NC(=O)c1cccc([N+](=O)[O-])c1 (configuration not stated),5,-1,10,2.4,0,1,6,2,9,-0.4
Cc1ccccc1-n1nnnc1SC1CCOC1=O (configuration not stated),-5,0,0,0.1,-1,-2,3,-5,-6,-0.2
COc1ccc(CCNC(=O)CCOc2ccc(C)cc2)cc1OC,-5,5,2,-0.3,17,-10,3,6,0,0.5
CC(NS(=O)(=O)c1cccc(Cl)c1)C(=O)N(C)C1CCN(C)CC1 (configuration not stated),-7,-1,7,1.7,9,0,5,11,-6,-0.8

# Full records from above. Order of screens: ASAP1 GAP inh	GC-A act	Tn6 DDE FP	FXN GAA850 act	ARFGAP1 inhibitor	rCAG RNA binder	NPR2 activator	HGIII-sPLA2 inh	ADAM10 inh	KLK7 zymogen act
# `O=C(CSc1nnc(-c2ccco2)o1)c1ccc[nH]1` in the list: 6	0	6	5.1	6	20	6	-11	-4	-0.2
# `CC1CC(C)(C)NC(=O)O1` (configuration not stated) in the list: -10	-8	3	-1.4	-7	1	-8	-4	-3	0.2
# `COCC(C)NC(=O)c1cccc([N+](=O)[O-])c1` (configuration not stated) in the list: 5	-1	10	2.4	0	1	6	2	9	-0.4
# `Cc1ccc(S(=O)(=O)N2CCOCC2)cc1C(=O)Nc1nc(-c2ccccn2)cs1` in the list: -9	-1	4	-2.8	-9	12	4	-11	1	-0.7
# `CCOC(=O)Nc1ccc(N2CCOCC2)c(S(=O)(=O)N2CCOCC2)c1` in the list: -12	3	-3	1.1	-19	2	3	-4	5	-0.1
